KCNH2 WT inh: blocks the wildtype human KCNH2 potassium channel | Q12809 | U2OS, BacMam KCNH2, thallium flux FluxOr; active compounds read low | activity change, % at 1.84 µM | 340,000 compounds, 0.37% hits | AID 720551;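 active means maximum activity change below -70%; inconclusive means maximum activity change between -70% and -50%; inactive means maximum activity change above -50%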; further: on the % scale 0 is the no-effect control and ±100 the full control effect
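U2OS cells were transduced with wild-type KCNH2 virus (2.03 x 10^8 / mL) for 4 h at room temperature, then cultured overnight at 37 C. Thallium flux was read with FluxOr dye. Rate constants were normalized to DMSO controls.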
MBNL1-CUG inh: MBNL1-poly(CUG) RNA binding inhibition; 280,000 compounds, 0.036% hits; TR-FRET MBNL1-His/biotin-(CUG)12 binding, 665/545 ratio; Potency, µM (top dose mostly 57.5 µM), for the others: at the top dose activity change, negative = inhibition, hits mostly inhibitors; AID 2675; active means well fitted inhibition curve with a large enough effect in the signal ratio, with a control signal flat, not every such curve was filed as active; inconclusive means small, poorly fitted or top-dose-only effect, or effect the other way, or a change in a side signal; inactive means no such curve, though single readings can be large or run the other way; the % refers to the signal ratio; further: potency means the concentration at half of the fitted maximal effect; on the % scale 0 is the no-effect control and ±100 the full control effect
Target sequence (Q9NR56 whole entry, looked up): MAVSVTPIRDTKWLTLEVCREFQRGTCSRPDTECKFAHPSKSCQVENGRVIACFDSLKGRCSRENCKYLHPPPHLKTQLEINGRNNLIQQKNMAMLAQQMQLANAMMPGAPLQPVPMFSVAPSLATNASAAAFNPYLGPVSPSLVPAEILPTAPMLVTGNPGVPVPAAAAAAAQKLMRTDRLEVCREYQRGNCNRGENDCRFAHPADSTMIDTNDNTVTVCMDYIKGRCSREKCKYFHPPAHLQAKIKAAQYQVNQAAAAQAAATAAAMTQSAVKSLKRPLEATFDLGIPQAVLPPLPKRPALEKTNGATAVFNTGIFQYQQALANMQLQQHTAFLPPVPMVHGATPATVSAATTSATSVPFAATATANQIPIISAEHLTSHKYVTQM
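TR-FRET readout: Ex 340 nm, 665/545 nm emission ratio, normalized to buffer-only (basal) and MBNL1-(CUG)12 controls. Complex of MBNL1-His with Biotin-(CUG)12, compounds 92 nM–58 uM, incubated 60 min at room temperature.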
AT treatment: potential ataxia-telangiectasia treatment; […] A-T fibroblasts, KAP-1 phosphorylation AlphaLISA; neocarzinostatin DNA damage 30 min before lysis; Potency, µM (top dose mostly 57.5 µM), without a hit: at the top dose activation, hits mostly activators; 320,000 compounds, 0.19% hits; further: potency means the concentration at half of the fitted maximal effect; % of control where 0% means no effect; nearly all actives have a fitted effect of over 45% in size
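hTERT-immortalized A-T patient fibroblasts ([…]), 500 cells/well in OPTI-MEM, 1% FBS, got compounds for 60 min, then NCS for 30 min at 37C. Lysates were then assayed for phospho-KAP-1 by AlphaLISA (anti-pKAP1 donor, anti-KAP1 acceptor beads), 6 hr at 25C.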
Coupling enz: counter-screen for Giardia aldolase inhibitors: coupling enzyme system; 290,000 compounds, 0.67% hits; coupling enzyme system counterscreen, AmpLite Red fluorescence; AID 2472; activity change, negative = inhibition, % at 58.2 µM, hits read low; in the data active means activity change below about -30%; further: on the % scale 0 is the no-effect control and ±100 the full control effect
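Final compound at 57.5 uM, incubated 10 min at RT with coupling enzyme reagent (glyceraldehyde-3-phosphate), then 20 min with substrate and AmpLite Red detection. Fluorescence read at 525/598 nm; tests interference with the coupling assay, not aldolase inhibition.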
CXXC DNA block: MLL CXXC-DNA interaction inhibition; Q03164; MLL-CXXC / FITC-HOXA9 DNA fluorescence polarization; Potency, µM (titrated, usually from 115 µM), inactives show at the top dose activity change, negative = inhibition, most hits filed as inhibitors; 290,000 compounds, 0.037% hits; AID 2662; active means well fitted inhibition curve with a large enough effect in the polarisation, with a control signal flat, not every such curve was filed as active; inconclusive means small, poorly fitted or top-dose-only effect, or effect the other way, or a change in a side signal; inactive means no such curve, though single readings can be large or run the other way; the % refers to the polarisation; further: potency means the concentration at half of the fitted maximal effect
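Purified MLL-CXXC (added from a 7 uM solution) was preincubated 5 min at ambient with pinned compounds in 50 mM Tris-HCl pH 7.5, 50 mM NaCl, 1 mM DTT, 0.05% BSA. Fluorescein-labeled HOX-A9 DNA (50 nM solution) followed, 30 min, then polarization read.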
S-ASM inh: blocks human secretory acid sphingomyelinase. P17405. placental ASM, HMU-PC fluorogenic substrate, 60 min. Potency, µM (doses to about 57.5 µM), for inactives: top-dose activity change, negative = inhibition, usual class: inhibitors. 340,000 compounds, 0.006% hits; further: potency means the concentration at half of the fitted maximal effect
Target sequence (P17405 47-631 limits assumed): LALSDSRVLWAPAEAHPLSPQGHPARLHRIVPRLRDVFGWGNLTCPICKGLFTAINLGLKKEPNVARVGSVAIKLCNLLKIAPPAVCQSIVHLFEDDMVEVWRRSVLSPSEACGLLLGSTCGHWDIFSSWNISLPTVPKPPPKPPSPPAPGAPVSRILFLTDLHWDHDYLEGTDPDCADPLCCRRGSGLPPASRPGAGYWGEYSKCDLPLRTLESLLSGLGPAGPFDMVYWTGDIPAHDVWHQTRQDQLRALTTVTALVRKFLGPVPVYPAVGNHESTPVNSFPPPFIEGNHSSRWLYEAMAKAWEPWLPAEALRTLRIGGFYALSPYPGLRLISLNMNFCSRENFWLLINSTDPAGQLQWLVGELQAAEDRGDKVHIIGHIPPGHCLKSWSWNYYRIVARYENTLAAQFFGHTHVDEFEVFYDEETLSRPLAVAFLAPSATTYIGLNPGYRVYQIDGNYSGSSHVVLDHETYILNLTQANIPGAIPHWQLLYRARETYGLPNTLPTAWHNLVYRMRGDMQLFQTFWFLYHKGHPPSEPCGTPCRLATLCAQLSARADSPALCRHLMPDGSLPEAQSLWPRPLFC
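Human placenta-derived ASM preincubated with compound 10 min at room temperature, then reacted with 9 uM (final) fluorogenic HMU-PC substrate for 60 min at 37 C. Stop solution raises pH to 10; fluorescence read at Ex 386/Em 447 nm.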
GALK inh: galactokinase (human) inhibition. 270,000 compounds, 0.007% hits. Purified GALK, Kinase-Glo residual ATP luminescence. AID 1868. P51570. Potency, µM (series often up to 57.5 µM), without a hit: at the top dose activity change, negative = inhibition, actives largely listed as inhibitors; further: potency means the concentration at half of the fitted maximal effect; on the % scale 0 is the no-effect control and ±100 the full control effect
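Compounds were pin-transferred into ATP buffer (35 uM final), then GALK plus galactose (5 nM, 100 uM final) was added. After 1 h at room temperature, Kinase-Glo Plus was added and luminescence read after 10 min.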
a7 integrin act: activates integrin-mediated alleviation for muscular dystrophy | alpha7betagal myoblasts, beta-gal FDG fluorescence, 48 h | Potency, µM (doses to about 38.3 µM), for the others: at the highest dose activation, hits mostly activators | 350,000 compounds, 0.064% hits | AID 624291;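 further: potency means the concentration at half of the fitted maximal effect; 100% = response of the positive control SU9516; nearly all actives have a fitted effect of over 60% in size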
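Alpha7betagal+/- myoblasts (passage 13) were plated 16-24 hr, then exposed to compounds (1:260 dilution of DMSO stock) for 48 hours at 37C. After MPER lysis, β-galactosidase reporter activity was read as FDG fluorescence (ex 480/em 540) after 30 minutes.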
KCNH2 3.1 inh: blocks the human KCNH2 3.1 channel isoform; U2OS KCNH2 3.1, thallium flux FluxOr; active compounds read low; activity change, % (tested at about 1.8 µM); 340,000 compounds, 0.95% hits;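 active means maximum activity change below -70%; inconclusive means maximum activity change from -70% to -50%; inactive means maximum activity change above -50%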;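 further: thallium influx rate constant from kinetic fluorescence after stimulation buffer; on the % scale 0 is the no-effect control and ±100 the full control effect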
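Thallium flux via FluxOr fluorescence (Red40 quencher, 45 min loading) in U2OS cells virally expressing the KCNH2 3.1 isoform (1.77 x 10^8 /mL virus, overnight at 37 C). Rate constants from 2-min kinetic reads post-stimulation, normalised to positive and negative controls.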
TRPV1 ag: agonists of human vanilloid receptor 1 (TRPV1); Q8NER1; TRPV1-expressing cells, Fluo-8 calcium influx, agonist mode; activation, % at 8.33 µM; 320,000 compounds, 0.19% hits; in the data active means activation above about 80%; inconclusive means between about 30% and that limit; further: 0% is about no effect
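Fluo-8 calcium influx in TRPV1-expressing cells, kinetic read (ex 480/em 520 nm). Compound added and read 3 min for agonist activity, followed by capsaicin at EC20 final and 2 min further read for enhancement.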
* marks the source's active call; other numbers are inactive results; i = inactive; ? = inconclusive; · = no result given; [ ] = remark or other dose. Unless noted, the call rests on the fitted dose curve; in most records, active means well fitted curve in the direction sought with a large enough effect; inconclusive means small, poorly fitted or top-dose-only effect, or another doubt; inactive means no such curve, though single readings can be large; an effect the other way counts as inactive or inconclusive.

Molecule,KCNH2 WT inh,MBNL1-CUG inh,AT treatment,Coupling enz,CXXC DNA block,S-ASM inh,GALK inh,a7 integrin act,KCNH2 3.1 inh,TRPV1 ag
Cn1ncc(Cl)c1C(=O)N1CCN(c2ncccn2)CC1,·,0%,5%,-2,7%,-1%,0%,16%,0,0
COc1cccc2sc(NC(=O)c3ccc(S(=O)(=O)N4CCOCC4)cc3)nc12,7,4%,0%,1,20%,-14%,0%,3%,-9,3
CCN(CC)CCNC(=O)Cn1c(-c2ccccn2)nc2ccccc21,53,7%,-8%,-5,-3%,2%,0%,-22%,22,-3
O=C(Nc1ccc(Br)cn1)c1cccc(S(=O)(=O)N2CCCC2)c1,6,·,26%,·,·,-4%,·,-2%,-6,·
CCOC(=O)N1CCN(Cc2ccc(O)c3ncccc23)CC1,-8,46%[activator],-1%,2,63%[activator],2%,11%,-49%[inhibitor],1,0
COCCNCCCCOc1ccccc1-c1ccccc1,19,?,5%,1,0%,1%,0%,-44%,-1,-4
COc1ccc(C)cc1NC(=O)CNC(c1ccccc1)c1ccc(C)cc1 (configuration not stated),0,-8%,-8%,-3,22%,-5%,2%,-20%,-20,?
O=C(CSc1nnc(CNC(=O)c2ccccc2)o1)NCc1ccccc1,3,-1%,-2%,0,3%,2%,5%,-1%,8,-2
Cc1cc(OCC(=O)OCC(=O)Nc2ccc(Cl)cn2)ccc1Cl,2,·,17%,·,·,-13%,·,-4%,3,15
CCc1cccc(NC(=O)C2CCN(S(=O)(=O)c3ccc4[nH]c(=O)ccc4c3)CC2)c1,4,17%,-3%,0,·,-1%,·,-15%,-10,1
COc1ccc(S(=O)(=O)N2CCCCCC2)cc1C(=O)N(C)Cc1ccc(F)cc1,4,·,-9%,·,·,·,·,?,5,24
COc1cccc(/C=C/C(=O)OCC(=O)c2ccccc2)c1OC,-1,·,-4%,·,·,1%,·,-1%,-2,·
Cc1cc(C)c(S(=O)(=O)N/N=C/c2ccc([N+](=O)[O-])o2)c(C)c1,-1,?,4%,-11,-8%,-3%,1%,-31%,14,-6
COCCN(Cc1ccccc1)C(=O)c1c(C)nn(-c2ccccc2)c1C,-10,-5%,3%,0,0%,4%,5%,-8%,0,-1
COc1cc2ncnc(NCc3cccc(Cl)c3)c2cc1OC,0,-1%,1%,-2,3%,-12%,0%,0%,12,-2
O=S(=O)(Nc1nc2ccccc2nc1NCCO)c1cccc(Cl)c1,3,?,2%,13,16%,-3%,-2%,28%,25,1
O=[N+]([O-])c1ccccc1S(=O)(=O)Nc1ccc(S(=O)(=O)N2CCCC2)cc1,1,·,5%,·,·,0%,·,-15%,-26,·
OC(COc1ccccc1)CN1CCN(c2ncccn2)CC1 (configuration not stated),7,-5%,0%,0,-5%,3%,-2%,-4%,-11,-3
Cc1ccc(S(=O)(=O)Nc2ccc3cn[nH]c3c2)cc1,-2,·,-10%,·,·,6%,·,7%,6,4
O=C(c1cc(COc2ccc(F)cc2Cl)on1)N1CCCC(OCc2cccnc2)C1 (configuration not stated),-6,-13%,0%,1,-15%,4%,-2%,-8%,-4,-5

Quoted at random: 2 compounds from above, in no set order.
Molecule,KCNH2 WT inh,MBNL1-CUG inh,AT treatment,Coupling enz,CXXC DNA block,S-ASM inh,GALK inh,a7 integrin act,KCNH2 3.1 inh,TRPV1 ag
O=C(CSc1nnc(CNC(=O)c2ccccc2)o1)NCc1ccccc1,3,-1%,-2%,0,3%,2%,5%,-1%,8,-2
COc1ccc(S(=O)(=O)N2CCCCCC2)cc1C(=O)N(C)Cc1ccc(F)cc1,4,·,-9%,·,·,·,·,?,5,24

The results go on:
Molecule,KCNH2 WT inh,MBNL1-CUG inh,AT treatment,Coupling enz,CXXC DNA block,S-ASM inh,GALK inh,a7 integrin act,KCNH2 3.1 inh,TRPV1 ag
CNc1cc(C)nc(-n2nc(C)cc2C)n1,-6,9%,-3%,0,9%,2%,1%,-6%,16,-2
Cc1cc(C)c(S(=O)(=O)NCCc2ccncc2)c(C)c1,25,-11%,13%,0,-3%,2%,-1%,-23%,13,-3
O=C1CCCN1CCCNc1nc2c(S(=O)(=O)c3ccc(Br)cc3)nnn2c2ccccc12,-10,-3%,12%,·,-1%,-2%,1%,7%,6,1
C=CCOc1ccc(/C=N/NC(=O)CN(c2cc(Cl)ccc2OC)S(=O)(=O)c2ccc(C)c([N+](=O)[O-])c2)cc1,4,·,0%,0,1%,-2%,0%,22%,-21,-1
CCOc1ccc(NC(=O)CSc2nnc(N)s2)c([N+](=O)[O-])c1,-10,?,0%,1,-3%,-3%,-1%,1%,3,1
O=C(CC1CCCCC1)N=C1SC2CS(=O)(=O)CC2N1c1ccccc1 (configuration not stated),-6,1%,2%,·,0%,-2%,-2%,-16%,-6,1
O=c1cc2c(n[nH]1)-c1ccccc1CC2,0,11%,2%,2,-14%,1%,9%,43%,-7,0
CN1CCN(c2ccc(CNC(=O)c3ccc4c(c3)OCCO4)cc2)CC1,7,2%,-3%,0,-7%,2%,-2%,18%,-4,-3
COc1ccc(C2=NN(C(=O)CCC(=O)O)C(c3ccc(OC)cc3)C2)cc1 (configuration not stated),2,18%,9%,2,-17%,0%,2%,-11%,4,-2
O=C1CN(C(=O)CSc2nnnn2C2CC2)c2ccccc2N1,0,·,1%,·,·,4%,·,1%,18,-1
COc1ccc(N2C(=O)c3ccccc3NC23CCCC3)cc1,-4,·,6%,5,8%,87%[activator],12%,14%,11,3
CCCc1cc(NCCCN2CCOCC2)n2c(nc3ccccc32)c1C#N,-11,-2%,11%,-2,-6%,i,-3%,-35%,-10,3
C=CCn1cc(Cl)c(=O)n(CC=C)c1=O,-12,4%,-2%,-1,0%,-2%,-1%,?,-27,·
CSc1nc2c(c(=O)n1C)SC(C)C2 (configuration not stated),-6,?,-18%,1,6%,9%,1%,-5%,8,7
CC12CN3CC(C)(CN(C1)C3c1ccc(Br)cc1)C2 (configuration not stated),-14,-11%,-3%,-1,-8%,-1%,0%,-3%,-6,0
COc1ccc2cc(C3c4cc(OC)c(OC)cc4CCN3C(=O)c3ccco3)c(=O)[nH]c2c1 (configuration not stated),-5,1%,0%,2,?,-10%,3%,4%,-14,1
N#CCSc1nc2[nH]ncc2c(=O)n1-c1ccccc1Br,-2,?,?,-2,2%,1%,3%,-3%,1,7
CC(C)C[C@@H](CN1CCC[C@@H]1CN1C(=O)C(=O)NC[C@@H]1Cc1ccccc1)N1C[C@H](Cc2ccccc2)N(CC2CCCCCC2)C(=O)C1=O,-9,·,·,·,·,-3%,·,0%,4,·
CCN(CC)C(=O)CSc1nnc(NC(=O)CCc2ccccc2)s1,20,-12%,4%,-2,14%,2%,2%,32%,9,0
Cc1ccc(C(=O)NNC(=O)c2cccc(S(=O)(=O)N3CCN(c4ccccc4)CC3)c2)cc1,6,·,·,5,-6%,?,1%,0%,-25,3
C=C1CC[C@@]23CC[C@]4(C)[C@@](OC2=O)([C@@H]3C1)[C@H]1O[C@H]1C1[C@@]2(C)CC[C@H](O)C(C)(C)C2CC[C@]14C (some centres not stated),-5,·,18%,·,·,-2%,·,-20%,-3,-3
NNC(=O)C1c2ccccc2Oc2ccccc21,2,-3%,-4%,0,5%,4%,3%,0%,6,13
COC(=O)[C@@H](NC(=O)Nc1cccc(Br)c1)C(C)C,-5,·,-5%,3,9%,-3%,1%,?,22,3
CC(=O)N1CCC(O)(c2cccc(C(F)(F)F)c2)CC1,-1,1%,5%,1,3%,7%,3%,3%,8,15
O=C(C[C@H]1C/C=C\C[C@@H](Cc2ccc(F)cc2)C(=O)O[C@H](c2ccccc2)CNC1=O)N[C@@H](CO)Cc1ccccc1,-16,·,13%,·,·,-2%,·,26%,-13,·
CS(=O)(=O)Nc1cccc(S(=O)(=O)N2CCN(C(=O)c3ccccc3)CC2)c1,9,-9%,9%,8,-5%,-3%,-2%,30%,2,-2
